Screening results (PubChem BioAssay)
PREPL inh – human PREPL enzyme inhibition. AID 2751. Q4J6C6. inhibition, % at 5.96 µM. hit rate 0.68% among 320,000. recombinant PREPL, fluorescence polarization activity-based probe; in the data active = inhibition above about 43%;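 note: 0% = enzyme with DMSO and 100% = wells lacking enzyme; many of its hits are not listed in these tables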
Target sequence (Q4J6C6 whole entry, looked up): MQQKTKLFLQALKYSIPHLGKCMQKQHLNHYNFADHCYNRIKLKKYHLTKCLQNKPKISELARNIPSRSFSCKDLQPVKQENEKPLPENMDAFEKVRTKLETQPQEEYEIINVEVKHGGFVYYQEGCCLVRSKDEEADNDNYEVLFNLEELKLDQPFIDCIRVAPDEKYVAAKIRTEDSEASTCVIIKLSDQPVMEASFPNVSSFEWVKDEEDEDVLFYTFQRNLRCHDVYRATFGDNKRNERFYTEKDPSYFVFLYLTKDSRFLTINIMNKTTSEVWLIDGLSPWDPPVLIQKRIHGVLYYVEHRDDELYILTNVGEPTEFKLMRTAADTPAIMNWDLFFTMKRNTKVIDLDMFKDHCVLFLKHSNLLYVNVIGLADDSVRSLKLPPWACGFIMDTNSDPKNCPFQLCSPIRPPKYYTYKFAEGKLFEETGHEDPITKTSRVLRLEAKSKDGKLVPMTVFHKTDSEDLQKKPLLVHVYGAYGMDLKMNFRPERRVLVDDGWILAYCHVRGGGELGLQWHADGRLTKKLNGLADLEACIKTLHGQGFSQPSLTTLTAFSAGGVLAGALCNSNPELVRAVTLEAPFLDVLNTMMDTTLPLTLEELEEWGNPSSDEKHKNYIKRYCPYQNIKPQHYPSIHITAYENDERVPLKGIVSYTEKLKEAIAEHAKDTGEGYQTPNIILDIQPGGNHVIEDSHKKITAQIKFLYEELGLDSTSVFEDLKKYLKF
PAD4 FP inh – inhibitors of human PAD4 | Q9UM07 | recombinant PAD4, RCA probe fluorescence polarization | inhibition, % at 6.36 µM | hit rate 0.41% among 330,000 | AID 485272;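 active = percent inhibition above a cutoff equal to the mean of all tested compounds plus 3 SD, cut at about 15% in these data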;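 note: 0% = PAD4 with RCA probe and DMSO and 100% = probe without PAD4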
LYPLA1 counter – blocks human lysophospholipase 1, a PME1 counter-screen | O75608 | recombinant LYPLA1, FP-Rh probe fluorescence polarization | inhibition, % at 5.9 µM | hit rate 0.16% among 320,000;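 active = inhibition above the mean of all tested compounds plus 3 SD, set per campaign, cut at about 14% in these data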;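 note: inhibitors block serine hydrolase probe labeling of LYPLA1 so polarization falls; 0% = enzyme with DMSO and 100% = wells lacking LYPLA1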
LYPLA2 inh – counter-screen for PME1 inhibitors: inhibitors of human LYPLA2 | hit rate 0.38% among 320,000 | O95372 | recombinant LYPLA2, FP-Rh probe fluorescence polarization | inhibition, % at 5.9 µM;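 active = inhibition above the screen-wide mean plus 3 SD, limit set per campaign, cut at about 26% in these data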;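 note: 0% = LYPLA2 with DMSO and 100% = wells lacking LYPLA2 enzyme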
PAFAH1B2 inh – PAFAH1B2 (human) inhibition; P68402; recombinant PAFAH1B2, FP-rhodamine activity probe, fluorescence polarization; inhibition, % at 3.39 µM; hit rate 1.2% among 340,000; AID 492953;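 active = inhibition above the mean of all tested compounds plus 3 SD, cut at about 24% in these data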;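 note: 0% = enzyme with DMSO and 100% = wells lacking PAFAH1B2; many of its hits are not listed in these tables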
pPAFAH inh – inhibitors of human plasma PAF acetylhydrolase (pPAFAH); recombinant pPAFAH, FP-rhodamine probe fluorescence polarization; hit rate 1.5% among 330,000; Q13093; AID 463082; inhibition, % at 3.39 µM;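 active = inhibition above the mean inhibition across the screen plus 3 SD, cut at about 25% in these data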;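 note: inhibitors block binding of the rhodamine activity-based probe so polarization drops; 0% = enzyme with DMSO and 100% = wells lacking pPAFAH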
GSTO1 inh – blocks human GSTO1 in RBBP9 counter-screen. recombinant GSTO1, activity-based probe fluorescence polarization. inhibition, % at 5.96 µM. hit rate 1.1% among 300,000. AID 1974;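 active = inhibition above the campaign mean inhibition plus 3 SD, cut at about 35% in these data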;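 note: 0% = GSTO1-1 with DMSO and 100% = wells lacking GSTO1-1 enzyme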
PAFAH1B3 inh – inhibitors of human PAFAH1B3. recombinant PAFAH1B3, FP-rhodamine probe, fluorescence polarization. hit rate 0.28% among 340,000. Q15102. inhibition, % at 3.39 µM. AID 492972;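 active = inhibition above the screen-wide average of all tested compounds plus 3 SD, cut at about 25% in these data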;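 note: 0% = enzyme with DMSO only and 100% = wells lacking PAFAH1B3 protein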
Target sequence (Q15102 whole entry, looked up): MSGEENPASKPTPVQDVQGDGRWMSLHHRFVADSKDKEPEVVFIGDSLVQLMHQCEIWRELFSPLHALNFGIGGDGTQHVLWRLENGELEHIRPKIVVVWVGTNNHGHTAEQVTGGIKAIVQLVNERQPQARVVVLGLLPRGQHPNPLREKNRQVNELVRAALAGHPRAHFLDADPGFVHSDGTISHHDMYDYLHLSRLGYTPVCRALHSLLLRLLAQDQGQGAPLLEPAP
PAFAH2 FP inh – PAFAH2 (human) inhibition | recombinant PAFAH2, FP-rhodamine activity probe, fluorescence polarization | inhibition, % at 3.39 µM | hit rate 0.99% among 340,000 | AID 492956;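 active = inhibition above the mean over all tested compounds plus 3 SD, cut at about 30% in these data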;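 note: inhibitors block probe labeling of enzyme so polarization drops; 0% = enzyme with DMSO and 100% = wells lacking PAFAH2 protein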
* = called active by the depositor; / = no result given. These rows are one share of the data, so the mix of outcomes need not match the whole.

no.	SMILES	PREPL inh	PAD4 FP inh	LYPLA1 counter	LYPLA2 inh	PAFAH1B2 inh
1	COCOc1ccc(/C=C/C(=O)c2c(O)cc(OCOC)cc2OCOC)cc1	-3	1	-3	-6	/
2	Cc1nnc(SCC(=O)Nc2ccc(C(N)=O)cc2)n1-c1ccccc1	-10	-4	-1	-4	1
3	CCn1cc(Br)c(C(=O)Nc2ccc(Cl)c(Cl)c2)n1	-43	-2	-10	-7	3
4	Cc1cc(C)cc(N(CC(=O)NCC2CCCO2)C(=O)CN2C(=O)COc3ccccc32)c1 (centres undefined)	-1	1	3	6	-1
5	c1ccc2c(-c3cncc4ccccc34)cncc2c1	-25	0	-2	1	-1
6	COc1ccccc1Cc1nc(-c2ccc(Br)o2)no1	0	-2	0	-7	4
7	Cc1ccccc1NC(=O)/C=C/c1ccc([N+](=O)[O-])s1	16	-15	-4	1	4
8	O/N=C/C1=C(Cl)c2ccccc2CC1	7	-5	2	-2	19

no.	pPAFAH inh	GSTO1 inh	PAFAH1B3 inh	PAFAH2 FP inh
1	4	4	/	/
2	0	6	7	3
3	-7	-15	4	-10
4	1	5	0	1
5	3	0	2	5
6	7	-1	14	0
7	9	25	1	24
8	-2	0	4	6

(continued)
no.	SMILES	PREPL inh	PAD4 FP inh	LYPLA1 counter	LYPLA2 inh	PAFAH1B2 inh
9	COc1ccc(C(=O)O)cc1NCc1ccc(C)s1	0	0	2	2	4
10	O=C(CN1C(=O)S/C(=C\c2ccc(F)cc2)C1=O)Nc1cccc(S(=O)(=O)NCc2ccco2)c1	7	1	-23	-15	-20
11	Cc1ccc2c(c1)N(CCCC(=O)NCc1cccnc1)C(=O)CO2	-3	2	2	2	0
12	O=C(CSc1ncnc2c1cnn2-c1ccc(F)cc1)NCC1CCCO1 (centres undefined)	5	4	3	6	3
13	COc1ccc(/C=C/C(=O)c2ccc(OC)cc2OC)cc1	7	0	1	0	2
14	CC(=O)Nc1nnc(-c2ccc3c(c2)CCCC3)o1	6	2	0	2	4
15	Cc1cccc(N(C)S(=O)(=O)c2ccc3c(c2)C(C)(C)C(=O)N3C)c1	-2	2	-1	0	1
16	O=C(COc1cccc(-n2cnnn2)c1)N1CCOCC1	6	0	1	0	8

no.	pPAFAH inh	GSTO1 inh	PAFAH1B3 inh	PAFAH2 FP inh
9	-3	1	0	1
10	-12	-1	-23	-41
11	2	5	2	-3
12	0	-7	7	-4
13	-4	-9	3	-7
14	-1	1	-2	-2
15	14	-5	-5	-4
16	5	-1	6	-1

Reformatted bar-delimited: part of the list above
# | canonical_smiles | PREPL inh | PAD4 FP inh | LYPLA1 counter | LYPLA2 inh | PAFAH1B2 inh | pPAFAH inh | GSTO1 inh | PAFAH1B3 inh | PAFAH2 FP inh
13 | COc1ccc(/C=C/C(=O)c2ccc(OC)cc2OC)cc1 | 7 | 0 | 1 | 0 | 2 | -4 | -9 | 3 | -7
14 | CC(=O)Nc1nnc(-c2ccc3c(c2)CCCC3)o1 | 6 | 2 | 0 | 2 | 4 | -1 | 1 | -2 | -2
16 | O=C(COc1cccc(-n2cnnn2)c1)N1CCOCC1 | 6 | 0 | 1 | 0 | 8 | 5 | -1 | 6 | -1
9 | COc1ccc(C(=O)O)cc1NCc1ccc(C)s1 | 0 | 0 | 2 | 2 | 4 | -3 | 1 | 0 | 1

The list continues.
no.	SMILES	PREPL inh	PAD4 FP inh	LYPLA1 counter	LYPLA2 inh	PAFAH1B2 inh
17	O=C(NC1CCCN(Cc2ccc(Cl)cc2)C1)c1c(F)cccc1F (centres undefined)	-32	0	-5	2	0
18	CCCNC(=S)N1CCC(Cc2ccccc2)CC1	1	0	1	-4	-4
19	O=C(Nc1ccc2c(c1)CCC2)C1CCCO1 (centres undefined)	7	0	-2	2	0
20	Cn1c(SCC(=O)NCCN2C(=O)CSC2=O)nc2ccccc2c1=O	6	-6	1	6	-3
21	Cc1ccc(NC(=S)NCC2CCN(C(C)c3ccccc3)C2)cc1 (centres undefined)	-5	-1	-4	-3	0
22	COc1ccc(OC)c(NC(=O)COC(=O)CCNc2ccccc2OC)c1	24	0	/	/	-1
23	Cc1ccc(C)c(C2C(=O)c3ccccc3C2=O)c1	-12	1	1	-1	5
24	CC(=O)NC(Cc1ccc(F)cc1)C(=O)NC1CCN(S(=O)(=O)c2ccccc2)CC1 (centres undefined)	7	-1	0	4	3

no.	pPAFAH inh	GSTO1 inh	PAFAH1B3 inh	PAFAH2 FP inh
17	1	4	2	-2
18	-2	-3	12	1
19	-11	-4	5	-1
20	-1	0	-2	3
21	4	-3	9	2
22	7	/	2	3
23	-3	-5	3	-6
24	-3	22	4	-3

Further records.
no.	SMILES	PREPL inh	PAD4 FP inh	LYPLA1 counter	LYPLA2 inh	PAFAH1B2 inh
25	COc1ccc(NC(=O)CNC(c2ccccc2)c2ccccc2)cc1Cl	15	3	-4	-11	4
26	COc1ccc(/C=C2\N=C(C)OC2=O)cc1[N+](=O)[O-]	0	2	-1	0	6
27	C/C(=N\Nc1nc(N2CCCCC2)nc(N2CCOCC2)n1)c1ccccc1O	5	1	-6	-6	/
28	COC(=O)CNC(=O)C1CC(=O)N(CCc2ccc(F)cc2)C1 (centres undefined)	-2	-1	2	4	6
29	COc1ccc(S(=O)(=O)NNC(=S)NCCc2ccccc2)c(OC)c1	1	-1	-3	5	11
30	O=C(Cc1ccccc1)c1ccccc1C(=O)N1CCCCC1	1	3	-7	-3	3
31	COc1ccc(OC)c(/C=N/NC(=O)c2ccc(=O)[nH]n2)c1	-8	1	0	4	4
32	COc1cccc(NC(=O)Cn2cc(C(=O)C3CC3)c3ccccc32)c1	2	-1	-3	9	7

no.	pPAFAH inh	GSTO1 inh	PAFAH1B3 inh	PAFAH2 FP inh
25	-1	0	6	-2
26	-2	-3	6	9
27	9	-11	/	/
28	5	6	1	1
29	3	5	1	1
30	5	-1	5	5
31	-9	-1	9	2
32	2	-9	7	1

Given as tab-separated lines: part of the list above
entry	molecule	PREPL inh	PAD4 FP inh	LYPLA1 counter	LYPLA2 inh	PAFAH1B2 inh	pPAFAH inh	GSTO1 inh	PAFAH1B3 inh	PAFAH2 FP inh
16	O=C(COc1cccc(-n2cnnn2)c1)N1CCOCC1	6	0	1	0	8	5	-1	6	-1
17	O=C(NC1CCCN(Cc2ccc(Cl)cc2)C1)c1c(F)cccc1F (centres undefined)	-32	0	-5	2	0	1	4	2	-2

Continued:
no.	SMILES	PREPL inh	PAD4 FP inh	LYPLA1 counter	LYPLA2 inh	PAFAH1B2 inh
33	COc1ccc(N2CCN(C(=O)Nc3ccc(S(=O)(=O)N(C)C)cc3)CC2)cc1	10	-1	1	24	7
34	CCN(CC)CCNC(=O)CCc1n[nH]c(=O)c2ccccc12	11	-1	-2	-1	5
35	COc1ccc(NS(=O)(=O)c2ccc(C)c(C(=O)N3CC(C)OC(C)C3)c2)cc1 (centres undefined)	-6	5	-6	-3	4
36	CC(=O)c1cccc(CN2CCN(CCC(C)C)C(CCO)C2)c1 (centres undefined)	-11	-3	1	2	6
37	COCc1cc(C)nc(SCC(=O)NCC2CCCO2)c1C#N (centres undefined)	5	3	7	2	3
38	O=C1N=C(N2CCOCC2)S/C1=C\c1ccncc1	4	8	-3	-5	-4
39	Cc1cc(C(=O)c2ccccc2)nc2ccccc12	16	-3	0	5	1
40	CCN(CC(=O)Nc1ccccc1C(F)(F)F)C(=O)C1=COCCO1	-2	1	-2	-3	-3

no.	pPAFAH inh	GSTO1 inh	PAFAH1B3 inh	PAFAH2 FP inh
33	7	0	1	7
34	-3	2	13	-1
35	1	11	4	-2
36	-1	0	7	-5
37	9	9	2	8
38	7	-2	-2	-2
39	-1	5	9	-8
40	3	1	-3	-2

The list continues:
no.	SMILES	PREPL inh	PAD4 FP inh	LYPLA1 counter	LYPLA2 inh	PAFAH1B2 inh
41	Cc1ccc(S(=O)(=O)CCC(=O)Oc2ccc3c(C)cc(=O)oc3c2)cc1	2	1	-1	-2	7
42	Cc1ccccc1NC(=O)c1ccccc1O	9	-5	2	-1	2
43	Cc1ccc(OCCCCCN2CCOCC2)c(Cl)c1	6	2	4	6	-2
44	NC(=O)C1CCN(C(=O)CSc2nc3c(c(-c4ccccc4)n2)CCCC3)CC1	5	-1	1	-4	4
45	CCCSc1nc(C)c(C(C)=O)cc1C#N	1	-5	-1	0	-2
46	O=C(Nc1ccc[n+](CC(=O)c2cccc3ccccc23)c1)c1ccccc1	20	-3	-3	2	-3
47	C=CCn1c(SCC(=O)NCC(=O)OCC)nnc1-c1ccccn1	4	-1	0	3	-1
48	Cc1ccc(CN2C(=O)C(CC(C)C)Nc3ncnc(N4CCOCC4)c32)cc1 (centres undefined)	17	-3	/	/	10
49	O=C(c1noc2c1CCCC2)N1CCC(CO)(Cc2ccccc2Cl)CC1	-12	-14	-5	-4	8
50	CN(C)CCNC(=O)/C(=C/c1ccc(-c2cccc([N+](=O)[O-])c2)o1)NC(=O)c1ccccc1	1	0	2	2	-3
51	CCCCC(=O)Nc1nc(C)c(-c2csc(Nc3cc(OC)ccc3OC)n2)s1	12	2	-11	1	3

no.	pPAFAH inh	GSTO1 inh	PAFAH1B3 inh	PAFAH2 FP inh
41	7	4	-6	4
42	-2	3	0	-7
43	-2	-8	2	4
44	5	2	-5	-1
45	1	-2	0	3
46	3	1	1	-1
47	4	8	11	2
48	9	/	14	9
49	1	-2	7	7
50	2	4	8	7
51	22	2	14	0

Among those listed so far, 2 contain a thiophene ring, fused or not:
no.	SMILES	PREPL inh	PAD4 FP inh	LYPLA1 counter	LYPLA2 inh	PAFAH1B2 inh
7	Cc1ccccc1NC(=O)/C=C/c1ccc([N+](=O)[O-])s1	16	-15	-4	1	4
9	COc1ccc(C(=O)O)cc1NCc1ccc(C)s1	0	0	2	2	4

no.	pPAFAH inh	GSTO1 inh	PAFAH1B3 inh	PAFAH2 FP inh
7	9	25	1	24
9	-3	1	0	1
